mcGAS lum: inhibitors of mouse cGAS; Q8C6L5; recombinant cGAS, Kinase-Glo ATP depletion luminescence; inhibition, % at 12.5 µM; 160,000 tested, 0.15% active;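 further: 0% = negative control wells and 100% = reference inhibitor with no enzyme activity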
NPYLR7 ag: activates Aedes aegypti NPYLR7 receptor. 270,000 tested, 0.15% active. HEK293T NPYLR7/Galpha15, GCaMP6s calcium fluorescence. activation, % at 10 µM. AID 1259423; in the data active means activation above about 40%;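 further: 0% = vehicle and 100% = reference agonist at the receptor; some compounds past the cut are filed as inactive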
hcGAS lum: blocks human cGAS activity; Q8N884; recombinant h-cGAS, ATP depletion, Kinase-Glo luminescence; inhibition, % at 12.5 µM; 290,000 tested, 0.081% active;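 further: 0% = vehicle reaction and 100% = reaction without DNA for no activity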
Target sequence (Q8N884 whole entry, looked up): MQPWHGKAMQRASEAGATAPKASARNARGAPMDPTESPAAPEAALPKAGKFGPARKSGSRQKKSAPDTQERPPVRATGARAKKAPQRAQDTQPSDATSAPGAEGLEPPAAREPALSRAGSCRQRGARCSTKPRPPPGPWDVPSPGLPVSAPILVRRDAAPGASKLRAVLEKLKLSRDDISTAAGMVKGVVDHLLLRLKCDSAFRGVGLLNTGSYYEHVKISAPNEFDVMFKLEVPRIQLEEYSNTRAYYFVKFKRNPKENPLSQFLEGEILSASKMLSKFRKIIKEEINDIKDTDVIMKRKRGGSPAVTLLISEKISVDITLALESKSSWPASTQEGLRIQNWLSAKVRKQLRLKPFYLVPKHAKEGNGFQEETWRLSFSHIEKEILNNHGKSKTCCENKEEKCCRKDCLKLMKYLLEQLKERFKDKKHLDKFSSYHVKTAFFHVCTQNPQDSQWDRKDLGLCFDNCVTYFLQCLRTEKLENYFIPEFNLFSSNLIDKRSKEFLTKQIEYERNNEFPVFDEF
* hit, by the source's call; . = not tested or not shown; & = joins results of further samples. Unless noted, no stated cut-off is given here; in the data, active means inhibition above about 40%; inactive means the rest.

The opening 6 compounds, to show the layout:
structure	mcGAS lum	NPYLR7 ag	hcGAS lum
O=C(CCc1ncc(-c2ccc(F)cc2)o1)N1CCN(c2ccc(F)cc2)CC1	-5	-2	2
Cc1cc(=O)oc(C)c1C(=O)NC1CCC(C)CC1 (stereo not given)	.	3	-7
CCC1(C)NC(=O)N(CC(=O)O)C1=O (stereo not given)	.	2	-6
O=C1NC(=O)C2C3C=CC(C3=C(c3ccccc3)c3ccccc3)C12 (stereo not given)	.	-10	-5
Cc1ccc(-c2nc(CN(CCO)Cc3cccs3)c(C)o2)o1	.	-2&12	-4&-11
CN1C(=O)CC(C(=O)Nc2nc3ccccc3[nH]2)C1c1ccccc1 (stereo not given)	.	0	-3

Main list, from the first entry:
structure	mcGAS lum	NPYLR7 ag	hcGAS lum
O=C(CCc1ncc(-c2ccc(F)cc2)o1)N1CCN(c2ccc(F)cc2)CC1	-5	-2	2
Cc1cc(=O)oc(C)c1C(=O)NC1CCC(C)CC1 (stereo not given)	.	3	-7
CCC1(C)NC(=O)N(CC(=O)O)C1=O (stereo not given)	.	2	-6
O=C1NC(=O)C2C3C=CC(C3=C(c3ccccc3)c3ccccc3)C12 (stereo not given)	.	-10	-5
Cc1ccc(-c2nc(CN(CCO)Cc3cccs3)c(C)o2)o1	.	-2&12	-4&-11
CN1C(=O)CC(C(=O)Nc2nc3ccccc3[nH]2)C1c1ccccc1 (stereo not given)	.	0	-3
Cc1onc(-c2c(Cl)cccc2Cl)c1C(=O)NCCCN1CCOCC1	-2	8	-11
O=S(=O)(Nc1ccc(-n2cncn2)c(F)c1)N1CCCCC1	.	8	-6
COc1ccc(C(=O)N(CCCN2CCOCC2)CC(=O)N(Cc2ccc(F)cc2)Cc2ccco2)cc1	-7	-1	-17
CC1CCN(c2nc3c(c(=O)n(C)c(=O)n3C)n2Cc2ccccc2)CC1	.	14	1
NC(=O)NC(CC(=O)N1CCN(c2ccccc2F)CC1)c1ccc(Cl)cc1 (stereo not given)	.	3	-5
CC(C)N1CCC(N2CCN(Cc3cn[nH]c3C3CCCCC3)CC2CCO)CC1 (stereo not given)	-10	1	-6
c1cc(-c2ccoc2)c2c(C3CCNCC3)[nH]nc2n1	-5	3	-4
CN1CCC(C(=O)NCC2CCCOC2)CC1=O (stereo not given)	.	8	-9
Cc1cc(C)c(C)c(OCc2nc(CN(C)C(=O)CC(C)C)cs2)c1	-5	20	-2
C=CCNC(=O)C(NC(=O)c1ccc(F)cc1)C1CCN(C(=O)C2CC2)CC1 (stereo not given)	-5	9	-6
COc1ccc2cc(C(=O)C3CCCN(C(=O)c4sccc4C)C3)ccc2c1 (stereo not given)	.	-10	0
CCCCC1CCC(C(=O)Nc2c3c(nn2-c2ccc([N+](=O)[O-])cc2)CS(=O)(=O)C3)CC1 (stereo not given)	.	0	0
CN(Cc1cc(-c2cccs2)n[nH]1)S(=O)(=O)NCc1ccccc1	.	5	-4
NC(=O)c1cccc(-c2cnc3ccc(Cc4ccc(F)c(F)c4)nn23)c1	-6	-3	-2
O=C(NC1CC1)C(C1CCCC1)N1CCN(C(=O)c2ccco2)CC1 (stereo not given)	-5	-8	-2
CCS(=O)(=O)c1ccc(Cl)c(C(=O)Nc2ccc(F)cc2)c1	.	0	-1
CCOP(C)(=O)C(c1ccccc1)N(C)S(C)(=O)=O (stereo not given)	-5	-1	-8
Cc1[nH]c(=O)c(C#N)c(C)c1CCC(=O)O	.	5	-6
O=C(NCC1CCCO1)NC(CCCc1ccccc1)c1ccccc1 (stereo not given)	.	10	-11
O=C(COc1cccnc1)N1CCOC(c2ccccc2)C1 (stereo not given)	1	-10	0
CCCc1nnc2c(=O)n(-c3ccccc3)ccn12	-10	1	-6
Cc1cc2ncccc2nc1Cl	.	-5	-9
Cc1cccc(Oc2ccc(C(=O)N3CCC4(CC3)NCCNC4=O)cc2)c1	-9	12	1
CCOc1ncccc1CN1CCC(C(=O)N[C@@H]2CCCc3ccccc32)CC1	0	-8	-2
CC1CCC(NC(=O)CN(CCN2CCCS2(=O)=O)c2cccc(F)c2)CC1 (stereo not given)	.	6	-7
CCCS(=O)(=O)N1CCN(c2cc(S(=O)(=O)N(CC)CC)ccc2OC)CC1	0	-2	1
O=C(c1cccc(Cl)c1)N(Cc1ccco1)C1CCS(=O)(=O)C1 (stereo not given)	.	-16	1
O=c1c2c(cnn2-c2ccccc2)c(C2CC2)nn1Cc1ccccc1Cl	.	8	-3
CC(=O)Cn1c(=O)c2c(nc3n(CCc4ccccc4)c(C)cn23)n(C)c1=O	.	12	-9
Cc1nc2ccccc2nc1N1CCN(S(=O)(=O)c2c(F)cccc2F)CC1	-2	-7	-1
O=C(CSc1nc2sc3c(c2c(=O)n1Cc1ccco1)CCC3)c1cccs1	.	0	-11
CN1Cc2ccccc2N(CC(=O)NCc2n[nH]c3c2CCC3)C1=O	.	1	-3
O=C(N1C[C@@H]2C3CCC(CC3)[C@@H]2C1)C1(S(=O)(=O)c2ccccc2)CC1	.	3	-5
CC(=NNC(=O)CON=C(C)c1cccs1)c1cccs1	-5	0	-3
Cc1ncc(-c2c(-c3ccccc3)ncn2CCN2CCCCC2CO)[nH]1 (stereo not given)	.	17	-5
Cc1nc(SCC(=O)Nc2ccc(S(N)(=O)=O)cc2)n[nH]1	-6	4	-3
CCN(C)C(=O)c1coc(N2CCN(Cc3ccccc3C#N)C2=O)n1	.	-1	-12
CCOc1ncccc1CNC(=O)C(C)(C)NC(=O)c1cccs1	-16	9	-6
O=C(NC1CC1)C(=O)N1CCN(C(=O)c2c[nH]cc2-c2ccccc2)CC1	.	1	7
O=C(CNC1(c2cccc(Br)c2)CCOCC1)N1CCCC(C(F)(F)F)C1 (stereo not given)	-17	-2	-11
COc1cc(NC(=O)CN2CCC(C(=O)N3CCCC3)CC2)c(OC)cc1Cl	.	-7	-4
Cc1cc(=O)oc(C)c1C(=O)NCCCN(CC(C)C)CC(C)C	.	7	-7
CCOCCn1c(CN(Cc2ccccc2)Cc2ccccc2)nc2c1c(=O)n(C)c(=O)n2C	.	-2	0
CCN1CCN(C(=O)c2cc(-c3ccc(OC)cc3)n(-c3ccc(C)cc3)c2C)CC1	0	-16	1

The listing continues.
structure	mcGAS lum	NPYLR7 ag	hcGAS lum
Cc1ccc(N2C(=O)CSC2c2ccccc2NC(=O)c2ccc(Cl)c([N+](=O)[O-])c2)c(C)c1 (stereo not given)	-4	3	-3
CCOc1ccccc1C(=O)NCCCC(=O)Nc1cccc(C#N)c1	.	7	-5
Cc1cccc(OC(=O)C2CC2)c1C	.	-2	5
CCOC(=O)N(C)c1c(CC)nc2c(OCc3ccc(Cl)cc3)cccn12	-3	5	-8
CC1CCCN(C(=O)Cn2cnnc2S(C)=O)C1 (stereo not given)	.	-3	-6
NC(=O)c1cccc(N=c2oc3ccc(Br)cc3cc2C(N)=O)c1	-5	-5	9
CNC(=O)N1CCC(C2CCN(C(=O)c3cc(C)n(C)n3)C2)CC1 (stereo not given)	7	.	11
CCOc1ccccc1N1CCN(C(=O)c2csc(CSc3nnc(-c4ccncc4)n3-c3ccccc3Cl)n2)CC1	0	-10	-1
COc1ccc(OC)c(NC(=O)N2CCC(N3CCCCC3)CC2)c1	.	-12	-3
O=C(CCNc1ncccn1)NCC(c1cccc(Cl)c1)N1CCCC1 (stereo not given)	.	6	-4
Cc1cc(NCc2ccc(C(=O)N(C)C(C)C)cc2)nc(C)n1	-5	6	0
O=C(O)c1ccc(=O)n(Cc2ccccc2)c1	.	-3	-12
COCCNC(=O)c1ccc(OC2CCN(Cc3cccc(C)n3)CC2)c(Cl)c1	.	19	-6
COc1cc(Br)c(NCc2nc(C)no2)cc1OC	-7	-1	-3
CCNC(=O)N(Cc1ccco1)Cc1nccn1Cc1ccccc1	-8	0	-5
COc1ccc2c(c1)CCc1c(-c3ccc(C(=O)NCCCOC(C)C)cc3)n[nH]c1-2	-6	23	-4
COc1ccc2ccccc2c1C=C1C(=O)NC(=O)NC1=O	-5	-1	-1
CC(O)c1ccc(S(=O)(=O)Nc2ccc(C(=O)NC3CCCC3)cc2)cc1 (stereo not given)	-17	2	-6
Cc1ccccc1C(=O)N1C(C(=O)NCc2ccccn2)COC12CCN(C(=O)c1ccco1)CC2 (stereo not given)	-7	-1	-5
COc1ccc(Cl)c2sc(N(Cc3cccnc3)C(=O)c3ccc(C#N)cc3)nc12	.	9	-4
CC(C)CNc1ncccn1	.	18	-2
N#Cc1ccccc1COC1C[C@](OCc2cccc(Cl)c2)(C(=O)NCC2CCCO2)C[C@@H](O)[C@H]1O (stereo not given in full)	-4	6	1
COCCNC(=O)C1(C)Cc2c(-c3ccc4c(c3)OCO4)ccnc2O1 (stereo not given)	-6	-4	-7
O=C(CCc1nnc(CCc2ccccc2)o1)NC(c1cccnc1)C(F)(F)F (stereo not given)	1	5	0
COC(=O)CCCC(=O)N1CCN(c2ccc(NC(=O)c3ccc(F)cc3)cn2)CC1	-5	9	-3
COc1cn(CC(=O)NCCc2ccccc2)c(CO)cc1=O	-8	0	-12
CCN(C(=O)NC1CC(=O)N(c2ccc3c(c2)OCCO3)C1)C1CCCCC1 (stereo not given)	-8	0	-4
CCOCCN1CCN(c2ncc(Cl)cc2Cl)CC1	.	-1	-14
O=C(Cn1nc(-c2ccccc2)nc1-c1ccccc1)Nc1ccc(Br)cc1	-6	-6	2
O=C(Cc1cccs1)Nc1cc2c(cc1Cl)NC(=O)CO2	.	2	-8

Another view of some results above:
Every second line gives: mcGAS lum	NPYLR7 ag	hcGAS lum
> CC(=O)Cn1c(=O)c2c(nc3n(CCc4ccccc4)c(C)cn23)n(C)c1=O
  .	12	-9
> Cc1nc2ccccc2nc1N1CCN(S(=O)(=O)c2c(F)cccc2F)CC1
  -2	-7	-1

Other structures:
structure	mcGAS lum	NPYLR7 ag	hcGAS lum
COc1ccc(-c2cnc(-c3ccc(CNC(=O)C=C(C)C)cc3)[nH]2)cc1	-6	-2	-5
O=C(c1cn(-c2ccccc2)nn1)N1CCSCC1	.	10	-5
CCOC(=O)c1[nH]c(C)c(C(=O)OCC(=O)N(C)C2CCS(=O)(=O)C2)c1C (stereo not given)	-5	-1	-3
CC(=O)Nc1ccc(Nc2ncnc3c2cnn3Cc2ccc(Cl)cc2)cc1	-4	-1	-4
Cc1ccc(Cc2nsc(N(CCc3ccccc3)Cc3ccccc3)n2)cc1	-5	35	-12
CC(CC(=O)NN)C1(O)CCCCC1 (stereo not given)	.	6	-7
Cc1cc(C)nc(N2CCN(C(=O)C3CCCCCN3C)CC2)n1 (stereo not given)	-6	.	-11
Nc1ccc(C(=O)Nc2cccc(-c3nc(N4CCOCC4)c4oc5ncccc5c4n3)c2)cn1	-10	-10	-2
Cc1ccc(CC2(C)C(=O)Nc3c(Cl)cccc32)cc1 (stereo not given)	-2	1	3
CCc1cc(N2CCC(NCc3cccn3C)CC2)ncn1	-1	-5	3
Cc1nc2c(c(=O)[nH]1)CSCC2	.	-9	-4
O=C(NCCCN1CCCC1)C1CN(C(=O)c2cccs2)CC12CCCCC2 (stereo not given)	-3	.	-10
CC(NC(=O)CC(c1ccc(C(C)(C)C)cc1)c1c[nH]c2ccccc12)c1ccccc1 (stereo not given)	4	.	3
Cc1cc(C)nc(-n2nc(C(C)(C)C)cc2OCC(=O)NCc2ccccc2)n1	.	1	-4
COc1ccc2c(c1OC)C(=O)N(c1ncn[nH]1)C2	-7	1	-14
CC(C)(C)C(=O)N1CC(=O)N(Cc2ccccc2)CC(O)C1 (stereo not given)	-7	-1	-7
O=C(c1cc(-c2ccc(F)cc2)nc2cc(-c3ccc(Cl)cc3)nn12)N1CCC2(CC1)OCCO2	-6	12	-8
CCn1cc(-c2cc(NCc3ccccn3)nc3[nH]ccc23)c(C)n1	-10	11	-4
CC(=O)NC1CCN(C(=O)c2cnn(-c3ccc(Cl)cc3C)c2N)C1 (stereo not given)	.	1	-4
O=C(NC1CC1)c1cc2n(n1)CCN(C(=O)CCc1ccc3c(c1)OCO3)C2	-16	5	-2
CC(=O)Oc1ccc(Cn2c(C)c(C(=O)NCCC#N)sc2=O)cc1	.	10	-3
CC(C)NC(=O)c1nnc2n1CCN(C(=O)c1cccn1C)C2	.	6	-7
CCOC(=O)C1(CCc2ccccc2)CCCN(C(=O)c2ccc(-n3ccnc3)cc2)C1 (stereo not given)	-10	5	-5
CC(Oc1ccccc1Cl)C(=O)N1CCOC(COc2ccc(F)cc2)C1 (stereo not given)	.	13	-9
CC(C(=O)Nc1ccc(Cl)cn1)N(C)Cc1ccsc1 (stereo not given)	.	3	-10
CCCc1[nH]nc2c1C(c1ccc(F)cc1)C(C#N)C(=N)O2 (stereo not given)	3	5	3
COc1cc(OC)nc(C(NC(=O)C2CCN(CCOc3ccc(Cl)cc3Cl)CC2)c2ccc(F)cc2)n1 (stereo not given)	-4	5	-7
COc1ccc(O)c(C(=O)OCC(=O)c2ccc(N3CCCC3=O)cc2)c1	-8	-3	-5
COc1nc(Nc2ccccc2[N+](=O)[O-])nc(OC)n1	.	5	0
CCCc1[nH]n(-c2ccccc2)c(=O)c1C1=C(N2CCN(CC)CC2)C(=O)N(c2ccc(C)cc2)C1=O	-10&-6	9&3	-13&-6
CCOC(=O)CC1=C(C(=O)OCC)C(c2ccsc2)C(C#N)C(=N)O1 (stereo not given)	-6	-5	-2
C=CC(=O)Nc1cccc(Nc2nc(Nc3ccc(OCCOC)cc3)ncc2F)c1	-10	-1	-7
